ER stress surv = protection against thapsigargin ER stress killing – CSM14.1 cells, ATP luminescence, primary screen. CSM14.1 thapsigargin ER stress survival. relative survival (cellular ATP), % at 15 µg/mL (by protocol). 48,000 compounds, 0.33% hits. AID 1010, 2008;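 active means survival measured by cellular ATP above 50% at 15 µg/ml in the first screen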;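 further: cell death triggered by about 15 µM thapsigargin; ATP read 24 h after thapsigargin was added; plate controls were thapsigargin with DMSO for no effect and DMSO without thapsigargin for full effect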
Active calls of the source: *. This is a subset. The share of hits here may be higher or lower than overall.

smiles | ER stress surv
CCOc1ccccc1NC(=O)C(=O)N/N=C/c1ccc(C(C)(C)C)cc1 | 8
COCCCNC(=O)C(=O)Nc1ccc(Cl)c(C(F)(F)F)c1 | 4
CCCOc1ccc(-c2nnc(NC(=O)Nc3ccc(Cl)cc3)s2)cc1 | 0
Cc1ccc(NC(=O)c2ccn(C(=O)Nc3ccccc3)n2)c(C)c1 | -4
CS(=O)(=O)c1ccc2nc(NC(=O)CCc3ccccc3)sc2c1 | 12
Oc1cc(N=C/C=C/c2ccc(Cl)cc2)ccc1-c1nc2ccccc2s1 | -2
O=C(COc1ccc(Cl)cc1Br)NNC(=O)c1cccc(Br)c1 | 4
O=C(CN1C(=O)c2ccccc2C1=O)Nc1cccc2c1C(=O)N(c1ccccc1)C2=O | 4
CCC(O)c1ccc(OCc2ccccc2)c(OC)c1 (stereo unspecified) | -1
O=C(COc1ccc(Cl)cc1)N=Nc1c(O)n(CN2CCCC2)c2ccccc12 | -2
CN(C)c1ccc(/C=N/NC(=O)NC23CC4CC(CC(C4)C2)C3)cc1 | 6
CCCCP(=O)(CCCC)CP(=O)(c1ccccc1)c1ccccc1 | 8
O=c1c2c(nc3cc(-c4cccs4)[nH]n13)CCCC2 | -4
CC(C)CNC(=O)C(=O)NCc1ccc(Cl)cc1Cl | 28
CCOc1cc(C(=S)N2CCOCC2)ccc1OCc1ccccc1 | 10
CCOc1ccc(/C=C(/C#N)C(=O)Nc2cccc(Br)c2)cc1 | -3
CCCC(C)NC(=O)c1c(Cl)cccc1Cl (stereo unspecified) | 3
Cc1cccc(NC(=O)CSc2ncn[nH]2)c1 | 2
CN(C)C1(c2cccnc2)CS(=O)(=O)C1 | 2
O=C(O)CCCC(=O)N1CCN(Cc2ccccc2)CC1 | 1
C/C(=N\Nc1nc(-c2ccc(Br)cc2)cs1)c1nonc1C | 2
CSc1nc2sc3c(c2c(=O)[nH]1)CCN(Cc1ccccc1)C3 | 1
CCCCOc1ccc(S(=O)(=O)N(CC)CC)cc1 | 4
COC(=O)c1ccccc1-c1ccc(/C=C2/SC(=S)N(c3ccccc3)C2=O)o1 | 14
COCCN1C(=O)C(=O)/C(=C(/O)c2ccccc2)C1c1ccc(OC)c(OC)c1 (stereo unspecified) | 9

In the list so far, 2 have a thiophene ring, fused or not:
smiles | ER stress surv
O=c1c2c(nc3cc(-c4cccs4)[nH]n13)CCCC2 | -4
CSc1nc2sc3c(c2c(=O)[nH]1)CCN(Cc1ccccc1)C3 | 1

(list continues)
smiles | ER stress surv
CC(=O)Nc1ccc(NC(=O)c2ccc(OCC(C)C)cc2)cc1 | 6
COc1ccc(C)cc1NC(=O)Nc1ccccc1 | -2
COc1cccc(C(=O)NNS(=O)(=O)c2ccccc2)c1 | -12
CCN(CC)CCOCCOc1cc(C)ccc1C | -7
CCOc1cc(C(=S)N2CCOCC2)cc(Br)c1OC(=O)c1cccc2ccccc12 | 4
CCOC(=O)c1c(NC(=O)CC2Nc3ccccc3NC2=O)sc2c1CCCC2 (stereo unspecified) | 6
COc1ccc(OC(C)C(=O)Nc2ccc(C(=O)OC(C)C)cc2)cc1 (stereo unspecified) | 8
Clc1ccc2nc(N/N=C/c3nc4ccccc4[nH]3)nc(-c3ccccc3)c2c1 | -3
Cc1ccccc1OCC(=O)Nc1ccc2oc(-c3ccc(F)cc3Cl)nc2c1 | 5
O=C(Nc1ccc(S(=O)(=O)N2CCCCCC2)cc1)c1ccc(F)cc1 | -9
O=C(NCc1cccs1)c1cc2n(n1)C(C(F)(F)F)CC(c1ccc(Cl)c(Cl)c1)N2 (stereo unspecified) | 6
CCOC(=O)c1c(CN2CCOCC2)n(C)c2cc(Br)c(O)cc12 | 0
CC(C)c1ccc(CNC(=O)CSCC(=O)Nc2ccccc2)cc1 | 13
CCOc1c(/C=C2\Sc3ccccc3C2=O)cccc1OC | 6
CC(NC(=O)c1cnn(-c2ccccc2)c1NC(=O)c1ccccc1)c1ccccc1 (stereo unspecified) | -4
Cc1ccc(NC(=O)C(C)Oc2ccccc2)c([N+](=O)[O-])c1 (stereo unspecified) | 3
c1ccc(COc2cccc(OCc3ccccc3)c2)cc1 | 10
O=C(Nc1ccccc1)c1ccccc1OCC(O)CN1C(=O)c2ccccc2S1(=O)=O (stereo unspecified) | -2
Cc1cc(C2(c3cc(C)c(NC(=O)CN4CCCCC4)c(C)c3)CCCCC2)cc(C)c1NC(=O)CN1CCCCC1 | 8
COc1ccccc1OCCCOc1ccc(Cl)c(C)c1 | 3
COc1ccc(C2CC(C(F)(F)F)n3nc(C(=O)N4CCCC4)c(Cl)c3N2)cc1OC (stereo unspecified) | 8
O=C1Nc2ccccc2NC1C1OC(c2ccccc2)=CC1=O (stereo unspecified) | -5
COc1cc2nc(-c3ccc(OC(C)=O)cc3)oc(=O)c2cc1OC | 5
CCOc1ccccc1NC(=O)c1ccc(N(C)C)cc1 | 7
COc1ccc(NC(=O)CN(c2ccccc2)S(=O)(=O)c2ccccc2[N+](=O)[O-])cc1OC | 8
CCOc1ccccc1NC(=O)c1c(Cl)cccc1Cl | 9
O=C1NC(=S)N/C1=C/c1ccc(-c2cc(C(=O)O)ccc2Cl)o1 | 8
COC(=O)Nc1ccc(S(=O)(=O)N2CCN(c3ccccc3OC)CC2)cc1 | 0
COc1ccc(C(=O)N2CCN(Cc3ccc(C)cc3)CC2)cc1OC | 2
Cn1ccnc1SCC(=O)N1c2ccccc2-c2c(ssc2=S)C1(C)C | 12
CCOC(=O)C1=C(C)NC2=C(C(=O)c3ccccc32)C1c1ccccc1[N+](=O)[O-] (stereo unspecified) | 0
COc1ccccc1CNC(=O)C(=O)Nc1cc(C)ccc1C | -4
Cc1cccc(-c2nc3cc(NC(=O)COc4ccc([N+](=O)[O-])cc4)ccc3o2)c1 | 5
O=C(COc1ccccc1)N1CCN(C(=O)c2ccc(F)cc2)CC1 | 0
COc1ccc(C2C(C#N)=C(N)Oc3[nH]c(=O)[nH]c(=O)c32)c(OC)c1 (stereo unspecified) | 0
CC(C)(C)C1(C)OC(O)(C(Cl)Cl)CC1=O (stereo unspecified) | 0
Cc1c(C(=O)Nc2ccc(OC(F)(F)F)cc2)cccc1[N+](=O)[O-] | 4
COC(=O)CN(c1ccc(Cl)cc1Cl)S(=O)(=O)c1ccccc1 | 6
O=C(Nc1cccc(-c2nc3cc(Cl)ccc3o2)c1)c1ccc2c(c1)OCCO2 | -1
O=C(/C=C/c1ccco1)NCc1ccc(Cl)cc1 | 2
Cc1c(C(=O)Nc2cccc(C(F)(F)F)c2)cccc1[N+](=O)[O-] | 5
COc1cc(C(=O)N/C(=C/c2ccc(Br)cc2)C(=O)NC(C(=O)O)C(C)C)cc(OC)c1OC (stereo unspecified) | 4
CC(C)c1cc(NS(=O)(=O)c2ccccc2[N+](=O)[O-])cc(C(C)C)c1O | 8
CCOC(=O)C1=C(C)NC(=O)CC1c1cc2c(cc1Br)OCO2 (stereo unspecified) | 6
COc1ccc(/C(O)=C2/C(=O)C(=O)N(CCCCCC(=O)O)C2c2ccc3c(c2)OCO3)cc1 (stereo unspecified) | 9
CCn1c(/C=N/n2cnnc2)nc2ccccc21 | 5
CCOc1ccccc1C=Nc1ccc(O)cc1 | 8
CC(C)CC(=O)N1CCN(C(=O)c2ccc(-c3ccccc3)cc2)CC1 | 4
O=C1Nc2c(S(=O)(=O)Nc3ccc(Cl)cc3)cc(S(=O)(=O)Nc3ccc(Cl)cc3)c3cccc1c23 | 9
COc1ccc(N(CC(=O)Nc2ccccc2F)S(=O)(=O)c2ccccc2[N+](=O)[O-])c(OC)c1 | 9

Other compounds follow.
smiles | ER stress surv
COc1ccc(N=C2NC(=O)/C(=C/c3ccc(N(C)C)cc3)S2)cc1 | 1
O=C(Nc1ccc(F)c([N+](=O)[O-])c1)c1ccc2c(c1)OCCO2 | -2
O=S(=O)(/N=C(/Nc1ccccc1)c1ccccc1)c1ccccc1 | -1
CC(=O)Oc1ccc(/C=c2/sc3nc4c(C)c(C)ccc4n3c2=O)cc1 | 1
COc1cccc(N2C(=O)C(=O)/C(=C(\O)c3ccccc3)C2c2ccccc2)c1 (stereo unspecified) | 9
COc1ccc(N(CC(=O)NC(C)c2ccccc2)S(=O)(=O)c2ccccc2)cc1 (stereo unspecified) | 11
NC(=O)c1c(NC(=O)COc2ccc(Cl)cc2Cl)sc2c1CCCCCC2 | 10
CCOc1ccccc1C(=O)Nc1nc(-c2ccc(Cl)cc2)cs1 | 14
CC1=C(C(N)=O)C(C2CCCCC2)C(C#N)=C(N)O1 (stereo unspecified) | -2
C=CCN1C(=O)/C(=C\C(C)=C\c2ccccc2)SC1=S | 7
COc1ccc(C(=O)NCc2ccccc2)cc1Br | 7
O=C(NCc1ccncc1)C(=O)NCc1ccccn1 | 8
CC(C)(C)C(=O)NC(=S)N1CCOCC1 | 7
Cc1cc(OCC(=O)Nc2ccc(N3CCOCC3)c(Cl)c2)cc(C)c1Cl | 3
Cc1ccc(OCCCN2CCCC2)c(C(C)(C)C)c1 | -7
O=C1c2ccccc2C(=O)c2c1cc(Cl)cc2N1CCCCC1 | 6
c1csc(CNc2ccc(N3CCOCC3)cc2)c1 | 0
COc1ccc(C2CC(=O)C3=C(C2)Nc2ccccc2NC3c2ccccc2Cl)cc1 (stereo unspecified) | 101*
COc1ccccc1/C=C/C(=O)c1c(-c2ccccc2)c2cc(Br)ccc2[nH]c1=O | -2
COc1ccccc1Cc1noc(-c2ccc(C)cc2)n1 | 4
COc1nccnc1NS(=O)(=O)c1ccc(N)cc1 | 3
CCCCCCCCc1nnc(NC(C)=O)s1 | -6
CS(=O)(=O)NCCNc1ccc([N+](=O)[O-])cc1 | -6
O=C1CC(C2CCCO2)C(=O)N1c1cccc(Cl)c1 (stereo unspecified) | -3
Cc1ccc(Cl)cc1N(Cc1ccc(C(=O)Nc2cccnc2)cc1)S(=O)(=O)c1ccccc1 | 5

Quoted at random: 6 records from the list.
smiles | ER stress surv
CC(=O)Oc1ccc(/C=c2/sc3nc4c(C)c(C)ccc4n3c2=O)cc1 | 1
COc1ccc(/C(O)=C2/C(=O)C(=O)N(CCCCCC(=O)O)C2c2ccc3c(c2)OCO3)cc1 (stereo unspecified) | 9
COc1ccc(NC(=O)CN(c2ccccc2)S(=O)(=O)c2ccccc2[N+](=O)[O-])cc1OC | 8
CCOc1ccccc1NC(=O)c1ccc(N(C)C)cc1 | 7
COc1cc(C(=O)N/C(=C/c2ccc(Br)cc2)C(=O)NC(C(=O)O)C(C)C)cc(OC)c1OC (stereo unspecified) | 4
COc1ccccc1OCCCOc1ccc(Cl)c(C)c1 | 3

Further structures
smiles | ER stress surv
O=C(Nc1ccccc1C(=O)N1CCOCC1)c1ccccc1F | 4
CCC1CCCCN1CC(O)COCCC12CC3CC(CC(C3)C1)C2 (stereo unspecified) | -26
O=C1c2ccc(Oc3ccc4c(c3)C(=O)N(CCCO)C4=O)cc2C(=O)N1CCCO | -2
O=C(Nc1ccc(S(=O)(=O)N2CCc3ccccc32)cc1)c1ccc(Cl)cc1 | 4
COc1cccc(N2C(=O)C(=O)/C(=C(\O)c3ccccc3)C2c2ccccc2OC)c1 (stereo unspecified) | 4
O=C(C1CCCO1)N1CCN(C(c2ccccc2)c2ccccc2)CC1 (stereo unspecified) | 6
NC(=O)c1ccccc1N=Cc1cc([N+](=O)[O-])ccc1Cl | 7
Cc1nc(=O)c(-c2ccccc2)c(C)n1CCO | 9
COc1ccccc1C(=O)N1CCN(Cc2ccc3ccccc3c2)CC1 | 1
Cc1c(NC(=O)c2nn3c(c2Cl)NC(c2cccs2)CC3C(F)(F)F)c(=O)n(-c2ccccc2)n1C (stereo unspecified) | 15
COc1ccc(NC(=O)COc2ccccc2C(C)C)c(OC)c1 | 10
O=C1C2C3C=CC(C2C(=O)N1Cc1ccc(F)cc1)C1C(=O)N(Cc2ccc(F)cc2)C(=O)C31 (stereo unspecified) | 7
Cc1ccc(Cl)cc1NC(=O)CN(c1cccc(Cl)c1)S(C)(=O)=O | 0
O=C1C=C(c2cccc([N+](=O)[O-])c2)C(=O)N1c1ccc(Cl)cc1 | 4
CCOC(=O)c1c(NC(=O)/C=C/c2ccc(OC)cc2)sc(C)c1C | 11
CCOc1cc(/C=N/NC(=O)c2cccs2)ccc1OCc1ccc([N+](=O)[O-])cc1 | 1
CCOc1ccc(C(=O)Nc2ccc(-c3cc4ccccc4oc3=O)c(C)c2)cc1Cl | 1
Cc1cc2c(cc1C)NC(c1ccc(Cl)c(F)c1)C1=C(CC(C)(C)CC1=O)N2 (stereo unspecified) | 0
O=C(c1ccc(Cl)cc1)N1CCN(c2ccc([N+](=O)[O-])c(Sc3cccc4cccnc34)c2)CC1 | 16
O=C(Oc1cccc(C(=S)N2CCOCC2)c1)c1ccc([N+](=O)[O-])cc1 | 9
N#Cc1c(NCc2ccccc2)ncc2c1Nc1ccccc1C2 | -4
O=C(CSc1nnc(SCC(=O)NC2CCCC2)s1)NC1CCCC1 | 2
Cc1ccc([N+](=O)[O-])cc1-c1ccc(/C=C2/C(=O)NN(c3ccc(Cl)cc3)C2=O)o1 | 2
CN(C)c1ccc(/C=C/C(=O)c2cccc(Br)c2)cc1 | 0
CC(C)CCn1c(=O)[nH]c2ccccc21 | -1
O=C(NC12CC3CC(CC(C3)C1)C2)c1ccc(S(=O)(=O)N2CCOCC2)cc1 | -5
O=C1N=c2ccc(Br)cc2=C1c1sc(=S)n(C(Cc2ccccc2)C(=O)O)c1O (stereo unspecified) | 1

Screening data from PubChem BioAssay.
